# Cardiac RTF inh: cardiac RTF calcium desensitization; P19429+P45379; IANBD-labeled cardiac RTF, Ca2+ fluorescence; inhibition, % at 7.15 µM; 340,000 compounds, 0.12% hits;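 active = inhibition above the mean inhibition of all tested compounds plus 3 SD, cut at about 17% in these data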;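 also: assay run at fixed EC70 calcium of 1.6 mM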
# PvdQ acylase: blocks Pseudomonas aeruginosa PvdQ acylase activity; purified PvdQ acylase, fluorescence plate reader; inhibition, % at 10 µM; 340,000 compounds, 0.063% hits; AID 488965; in the data active = inhibition above about 30%, passing the limit was not always enough;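 also: 0% = vehicle neutral wells and 100% = reference inhibitor wells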
# dFosB act: activators of mouse delta FosB homodimer; P13346; purified delta FosB, TAMRA-CDK5 oligo fluorescence polarization; percent of positive-control signal above neutral wells; activation, % at 25 µM; 340,000 compounds, 0.99% hits; AID 493131;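 active = mean activation above about 17%, with every replicate also reaching it, limit read from the data, passing the limit was not always enough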;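 also: fluorescence polarization rise as delta FosB binds a TAMRA Cdk5 AP-1 oligo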
# Target sequence (P13346 whole entry, looked up): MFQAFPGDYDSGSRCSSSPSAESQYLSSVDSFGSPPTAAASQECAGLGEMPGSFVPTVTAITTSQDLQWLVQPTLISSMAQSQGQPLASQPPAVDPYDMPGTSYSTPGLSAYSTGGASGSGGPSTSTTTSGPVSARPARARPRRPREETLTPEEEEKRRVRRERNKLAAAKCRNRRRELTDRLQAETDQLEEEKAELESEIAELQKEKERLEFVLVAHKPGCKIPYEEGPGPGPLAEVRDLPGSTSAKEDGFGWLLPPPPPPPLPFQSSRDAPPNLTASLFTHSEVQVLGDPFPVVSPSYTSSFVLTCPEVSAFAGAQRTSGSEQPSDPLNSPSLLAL
# PfHsp90 set2: growth inhibition of yeast expressing Plasmodium Hsp90 | 310,000 compounds, 0.32% hits | inhibition, % at 9.4 µM | S. cerevisiae expressing PfHsp90, BacTiter-Glo ATP, 48 h; yeast lacking PDR1 and PDR3 efflux regulators;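 active = every replicate shows inhibition above about 80%, whatever the replicate mean, limit read from the data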;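 also: 0% = DMSO neutral controls and 100% = 20 µM radicicol positive controls; yeast relying on Plasmodium falciparum Hsp90 in place of its own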
# Rtt109 Vps75: C. albicans Rtt109 histone acetyltransferase inhibition; Q5AAJ8; purified Rtt109/Vps75, ThioGlo CoA-SH fluorescence, 4 h; inhibition, % at 34.9 µM; 330,000 compounds, 0.16% hits;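 active = inhibition of at least 50% in every replicate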
# CDK5 inh: inhibitors of human CDK5/p35 kinase; Q00535+Q15078; Recombinant CDK5/p35, ADP-Glo luminescence, 60 min; inhibition, % at 10 µM; 330,000 compounds, 0.01% hits; AID 488839;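 active = highest replicate inhibition of at least 50% and at least 75% of replicates reaching 50%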;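 also: plate controls were DMSO neutral control for no effect and GW8510 at 10 µM for full effect; many of its hits are not listed in these tables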
# Target sequence (Q00535 whole entry, looked up): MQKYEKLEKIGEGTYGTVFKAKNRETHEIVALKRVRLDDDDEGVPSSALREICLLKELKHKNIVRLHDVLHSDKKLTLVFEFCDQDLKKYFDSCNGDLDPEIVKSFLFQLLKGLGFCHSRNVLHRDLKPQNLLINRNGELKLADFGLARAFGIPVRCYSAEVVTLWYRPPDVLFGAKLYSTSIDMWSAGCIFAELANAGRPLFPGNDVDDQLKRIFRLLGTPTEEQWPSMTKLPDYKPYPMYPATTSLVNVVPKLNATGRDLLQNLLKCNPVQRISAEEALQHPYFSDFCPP
# Target sequence (Q15078 whole entry, looked up): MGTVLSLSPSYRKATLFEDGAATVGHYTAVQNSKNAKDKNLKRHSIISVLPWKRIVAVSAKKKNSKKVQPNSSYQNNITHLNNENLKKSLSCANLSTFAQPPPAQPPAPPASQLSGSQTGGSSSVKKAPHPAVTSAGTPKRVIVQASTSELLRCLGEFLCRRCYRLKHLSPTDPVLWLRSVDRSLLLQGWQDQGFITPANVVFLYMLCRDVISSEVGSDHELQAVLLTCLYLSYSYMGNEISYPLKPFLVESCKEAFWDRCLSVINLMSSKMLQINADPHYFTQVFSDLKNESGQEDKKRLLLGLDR
# NSD2 inh: blocks human histone methyltransferase NSD2. 310,000 compounds, 0.54% hits. O96028. inhibition, % at 12.5 µM. NSD2 peptide methylation, AlphaScreen, 120 min; in the data active = inhibition above about 50%
# SUMO Mot1 rescue: blocks SUMOylation pathway, rescuing yeast Mot1-301 growth; 320,000 compounds, 1% hits; growth rescue, % at 18.8 µM; S. cerevisiae Mot1-301 growth rescue, ATP luminescence, 38.5C; percent above DMSO median, 100 means doubled;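 active = every valid replicate shows activation above 250% relative to neutral control wells; inactive = the rest, any valid replicate at or below 250%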;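 also: OY570 slx delta 5 strain wells were the positive control but not used for scaling; some compounds called inactive have numbers as strong as hits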
# C-LANA FP: KSHV C-LANA DNA binding inhibition | MBP-C-LANA/FAM-LBS DNA binding, fluorescence polarization | AID 504423 | inhibition, % at 9 µM | 340,000 compounds, 0.078% hits;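 active = highest replicate inhibition at or above 60% at 9 µM, even if other replicates fall short; inactive = all replicates below 60% inhibition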;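 also: 0% = neutral control wells and 100% = 4 µM acridine orange control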
# Keap1 Nrf2 FP: inhibitors of human Keap1-Nrf2 protein-protein interaction. 340,000 compounds, 0.15% hits. AID 504523. inhibition, % at 9.4 µM. Keap1 Kelch-Nrf2 peptide fluorescence polarization, 1536-well; in the data active = inhibition above about 12%;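 also: human Keap1 Kelch domain with fluorescein labeled Nrf2 9mer peptide probe; 0% = neutral control wells and 100% = peptide positive control; higher means more block of Keap1 binding to Nrf2 peptide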
# RTF Ca sens act: cardiac RTF calcium sensitization | P19429+P45379 | IANBD-labeled TnC RTF fluorescence at EC20 calcium; 0% EC20 calcium, 100% full calcium | activation, % at 7.2 µM | 340,000 compounds, 0.24% hits;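 active = activation above the mean over all tested compounds plus 3 SD, cut at about 30% in these data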;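 also: rise in fluorescence read as greater calcium sensitivity of cardiac thin filaments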
# Starred values were filed as active, the others as inactive; nt = no result given; & = joins results of further samples.
SMILES,Cardiac RTF inh,PvdQ acylase,dFosB act,PfHsp90 set2,Rtt109 Vps75,CDK5 inh,NSD2 inh,SUMO Mot1 rescue,C-LANA FP,Keap1 Nrf2 FP,RTF Ca sens act
CCOC(=O)c1c(CN(CC)CC)n(-c2ccccc2)c2ccc(O)cc12,-3,-14,-1,3,1,-1.5,0,146,1.8,-1,0
CC(C)C(=O)Nc1oc(-c2ccccc2)cc1C#N,7,7,1,5,6,-0.7,-1,nt,1.3,1,2
Cn1cccc1C(=O)NC(=O)COC(=O)CCNS(=O)(=O)c1ccc(Cl)cc1,-7,4,-5,2,5,-2.5,-5,-5,2.1,-4,-3
CCn1c(C)nc2c(C)[n+](CC(=O)c3ccc(Br)cc3)ccc21,-7,1,0,-5,2,0.9,-2,-10,-0.3,-5,-1
CCC(=O)Nc1ccc(/C(C)=N\NC(=O)c2ccc(OC)cc2)cc1,2,-14,2,19,3,0.6,0,280,2.7,-2,0
CCOC(=O)C1CCN(C(=O)c2ccc3c(c2)S(=O)(=O)c2ccccc2C3=O)CC1,-4,-5,-4,-8,-3,-0.1,-1,-14,0.0,1,-3
O=C(COc1nsnc1N1CCOCC1)Nc1ccc(Cl)cc1,7,1,-4,nt,-2,-1.4,2,4,-0.6,4,-10
Cc1nc2ncnn2c(C)c1CCC(=O)Nc1ccc(S(=O)(=O)N2CCCCCC2)cc1,-4,1,-5,-1,2,0.3,-3,3,-0.2,2,-1
Cc1ccc2cc(CCNC(=O)C(C)C)c(=O)[nH]c2c1,-5,-13,0,-6,-5,-2.1,nt,-13,1.3,2,2
Cc1ccccc1OCCC(=O)Nc1cc(S(=O)(=O)N2CCOCC2)ccc1OC(C)C,-8,-8,-4,-7,4,-0.3,-4,9,0.9,3,-4
CC1C(=O)N2CCCc3cc(NS(=O)(=O)c4ccc(F)cc4)cc1c32 (centres undefined),1,-11,-4,-18,3,-1.1,2,-14,0.3,6,-8
CCC(C)(C)n1nnnc1CN1CCC(O)(c2cccc(C(F)(F)F)c2)CC1,-7,-20,-3,-2,4,-1.4,50,20,-1.5,-1,1
COC(=O)N/N=C/c1ccc(-c2cc(Cl)cc(Cl)c2)o1,5,-7,14,-43,0,1.3,1,-16,1.1,4,-8
COc1ccc(-c2cccc(-c3cc(=O)oc4cc(OC)cc(OC)c34)c2)cc1,-16,-7,-4,5,-4,-1.6,nt,nt,-0.3,3,1
COc1ccc(CCNS(=O)(=O)c2ccc3c(c2)oc(=O)n3C)cc1OC,2,2,-11,4,2,2.2,nt,2,0.1,-5,4
COc1ccc2nc(-c3ccccc3)cc(OC)c2c1,-4,-17,-11,-21,6,2.9,-5,33,3.5,-1,-10
CCOC(=O)c1c(NC(=O)c2ccoc2C)sc2c1CCC2,-2,-10,-6,-8,5,-3.9,2,71,-1.0,-4,-2
C[C@@H]1CC[C@@]2(O[C@@H](CCO)C[C@@H](O)[C@@H]2O)O1,-7,-12,1,-15,3,-0.5,nt,-1,2.2,0,-4
NC(=O)C1(N2CCCCC2)CCN(C(=S)Nc2ccc(F)cc2)CC1,3,0,9,3,9,-0.2,0,3,-0.1,-5,4
CC(C)CN(C(=O)CSc1nc2ccccc2[nH]1)C1CCS(=O)(=O)C1 (centres undefined),-2,-4,1,17,-6,1.7,0,-8,-1.2,0,0
CCc1cc2c(SCC(=O)Nc3ccc(Cl)cn3)ncnc2s1,-7,3,-4,-10,2,-0.5,-2,nt,0.4,3,12
CC(=O)N1CCN(CC(=O)Nc2ccc([N+](=O)[O-])cc2Br)CC1,-3,-4,-2,nt,2,1.8,0,-24,1.9,-1,3
CCN(CC)C(=O)c1cnn(-c2ccccc2)c1NC(=O)c1cccc(F)c1,0,-5,-13,3,-2,-0.6,-1,-1,1.3,-3,-2
Cc1cccc(CCNc2nc3ccc(C)cc3n3cnnc23)c1,-3,-5,-2,-2,4,0.5,0,-5,-0.5,5,-1
COc1ccc(OC)c(-c2csc(N(C)C(=O)Cc3ccccc3)n2)c1,-7,0,-7,6,-1,-0.3,1,-13,0.3,6,1
COc1ccc(-c2cc(C(=O)Nc3c(C)n(C)n(-c4ccccc4)c3=O)c3ccccc3n2)c(OC)c1,-2,9,-3,-3,4,-0.2,-2,-2,-0.8,1,-5
COc1ccc(NC(=O)Cc2ccccc2)cc1,3,17,0,7,2,-1.3,1,0,-1.7,-8,-3
CC1(c2ccccc2)NC(=O)N(CC(=O)NCc2ccc3c(c2)OCO3)C1=O (centres undefined),-20,-14,-8,7,0,-1.5,-1,5,0.6,-1,-2
Cc1ccc(C)c(-n2c(-c3cccnc3)n[nH]c2=S)c1,-2,1,5,23,-17,0.0,-3,6,0.0,-9,-1
CC(Sc1nc2cc(Cl)ccc2s1)C(=O)Nc1cccc(S(=O)(=O)N2CCOCC2)c1 (centres undefined),6,5,-7,19,-1,-0.6,-3,-7,0.9,1,2
CC(NC(=S)NCCCN1CCOCC1)C1CC2CCC1C2 (centres undefined),-1,-7,-1,3,13,-1.6,21,nt,-1.4,-3,2
CCOCCCNC(=O)C1CCN(S(=O)(=O)CC)CC1,-1,-1,1,2,6,0.5,-24,4,0.1,-7,11
O=C(CCN1C(=O)/C(=C/c2ccccc2Cl)SC1=S)NNC(=O)c1cccnc1,-10,-14,2,-15,-4,-2.4,-2,0,0.0,-6,3
CO/N=C(\C(=O)N[C@@H]1C(=O)N2C(C(=O)O)=C(COC(C)=O)CS[C@H]12)c1csc(N)n1 (stereo in doubt),8&13&11,-9&1&6,-12&4&1,-4&-3&2,1&3&8,-1.7&-2.5&-1.3,nt,233&-2,11&6.3&8.3,-7&1&2,1&3&2
OC(COc1ccc2c(c1)OCO2)CN1CCCC1 (centres undefined),-1,-1,5,11,-10,-1.8,3,nt,0.1,1,2
Cc1nn(C)c(C)c1/C=C1/SC(=S)NC1=O,5,7,-3,-20,-4,1.7,5,19,0.2,-1,-5
CS(=O)(=O)Nc1ccc([N+](=O)[O-])cc1Oc1ccccc1,1,-9,3,16,4,-0.1,nt,6,2.1,-7,1
COc1ccc(N(C(=O)c2ccc3c(c2)OCO3)C2C=CS(=O)(=O)C2)c(OC)c1 (centres undefined),-4,-3,-4,4,1,1.0,-3,-20,-0.6,-2,-2
O=S(=O)(c1ccc(Cl)nc1)N(Cc1ccccc1)Cc1ccccc1,4,-9,0,-23,-7,1.0,-3,9,-1.6,-3,1
COc1cccc(CNC(=O)[C@H](C)NC(=O)C2CCN(S(=O)(=O)c3ccccc3)CC2)c1,-6,-13,-9,6,-3,-1.2,29,-11,-0.8,-2,7
Cc1ccc(Cl)cc1N1CCN(C(=O)C2CCN(S(C)(=O)=O)CC2)CC1,-7,-14,-7,22,2,-8.3,-2,-12,-0.4,-5,14
O=C(O)COc1ccccc1/C=N/NC(=O)c1cccc(S(=O)(=O)Nc2cccc(Cl)c2)c1,-13,-9,-2,-40,-2,-2.6,39,nt,-1.0,2,3
O=C(/C=C/c1ccco1)Nc1cccc(-c2nc3ccccc3[nH]2)c1,-1,-1,-21,-23,-7,-1.9,-1,-5,0.6,-4,-7
CCN(C(=O)COC(=O)CCOc1ccccc1C)c1c(N)n(Cc2ccccc2)c(=O)[nH]c1=O,-4,-6,-4,10,2,-0.4,-1,nt,-0.5,2,0
O=C(Nc1ccccn1)c1ccc(Br)c(S(=O)(=O)N2CCCCC2)c1,-10,-11,-4,9,-9,1.9,0,0,-3.8,-5,1
CC(C)CN(Cc1cc(=O)oc2cc3c(cc12)CCCC3)CC(C)C,0,-20,-1,10,-3,-0.4,1,7,0.6,-3,4
CCOc1ccc(CCNC(=O)c2cc(=O)[nH]c3ccc(S(=O)(=O)N(CC)CC)cc23)cc1OCC,-4,1,2,-4,13,-0.3,1,9,0.9,3,6
Cc1ccc2cccc(OC(=O)c3ccc4c(c3)OCCO4)c2n1,-7,-19,6,23,1,-0.8,3,-17,1.2,-1,5
COc1ccc(C(=O)N/C(=C\c2cn(C)c3ccccc23)C(=O)N2CCOCC2)cc1OC,-5,-3,-12,10,12,-0.7,2,4,-0.1,-1,-1
Fc1cc(Cl)c(OCc2noc(-c3ccsc3)n2)c(Cl)c1,9,4,2,-5,6,1.6,-2,-8,-0.5,0,-3
# Next entries:
SMILES,Cardiac RTF inh,PvdQ acylase,dFosB act,PfHsp90 set2,Rtt109 Vps75,CDK5 inh,NSD2 inh,SUMO Mot1 rescue,C-LANA FP,Keap1 Nrf2 FP,RTF Ca sens act
CC(=O)Nc1cc2c(=O)n(Cc3ccccc3)c(C)nc2cc1N1CCOCC1,3,1,-3,13,-12,-1.0,-38,-15,-1.4,-5,1
CN(C)CCNC(=S)Nc1ccc(Br)cc1,0,-3,4,2,1,-0.3,1,-5,-0.2,1,-3
CCOc1ccc(CCNC(=O)CSCC(=O)Nc2cccc(C)c2)cc1OCC,-4,4,-6,nt,4,0.4,-1,-4,0.4,1,-2
Cc1cccc(C)c1NC(=O)CS(=O)CC(=O)NCCCc1ccccc1 (centres undefined),-2,-17,-3,30,5,-0.7,3,7,1.3,-5,-2
CCN(CC(=O)Nc1c(F)cccc1F)C(=O)CCCNC(=O)c1ccc(Cl)cc1,-2,-16,-5,-29,-1,1.0,12,-13,-0.8,1,2
O=C(NCC(=O)N1CCN(c2ncccn2)CC1)c1ccc(F)cc1,-7,-9,2,9,-5,-1.4,-3,-6,0.5,-2,-3
CCC(=O)N(c1ccc(F)cc1)C1C=CS(=O)(=O)C1 (centres undefined),2,-4,-5,0,7,-1.5,1,-4,0.2,-2,2
COc1ccc(CCn2c(N)c(C(=O)NCc3ccco3)c3nc4ccccc4nc32)cc1OC,-6,3,-10,7,18,-3.0,nt,-3,-1.1,-7,2
O=C1C(=O)N(CCCO)C(c2ccc(Br)cc2)/C1=C(\O)c1ccc(Br)cc1 (centres undefined),0,-5,-4,-5,2,-3.3,0,-8,1.7,-1,-3
COCCCn1cnnc1SC(C)C(=O)Nc1ccc(S(=O)(=O)N2CCOCC2)cc1 (centres undefined),-7,-3,-13,-15,-5,-2.2,-2,-15,-0.1,0,3
COc1c(Cl)cc(Cl)cc1CNc1ccc(S(N)(=O)=O)cc1,-3,-9,-8,13,12,1.0,2,327*,-1.1,4,-4
Cc1ccc2c(c1)c(-c1ccccc1)nc1nnnn12,-3,-9,-3,-29,-11,0.1,-1,-1,-0.5,1,4
CC1CN(CCCCSc2ccccc2)CC(C)O1 (centres undefined),-11,-13,-11,4,-18,-0.4,1,30,-2.2,0,2
CC(=O)Nc1ccc(-c2csc(NCCc3ccccc3)n2)cc1,-3,-9,-12,36,5,0.2,-2,6,1.8,-1,-3
CN1C(=O)N(C)C2(c3ccccc3)N(C)C(=O)NC12c1ccccc1 (centres undefined),-7,8,3,nt,nt,-1.2,-9,-7,0.9,-5,-2
COc1ccc(-n2c(C)nc3c(cnn3-c3ccc(C)cc3)c2=O)cc1,-11,3,-13,-16,15,0.3,-1,-2,-5.3,-1,-9
